KDM4C_inh = blocks human GASC-1 (KDM4C) demethylase activity | GST-KDM4C 2-372, H3K9me3 peptide, LANCE TR-FRET | inhibition, % at 12.5 µM | actives 0.15% (n = 96,000);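 active = mean replicate inhibition above about 25%, with at least 55% of replicates also reaching it, limit read from the data, passing the limit was not always enough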
Target sequence (Q9H3R0 2-372 limits assumed): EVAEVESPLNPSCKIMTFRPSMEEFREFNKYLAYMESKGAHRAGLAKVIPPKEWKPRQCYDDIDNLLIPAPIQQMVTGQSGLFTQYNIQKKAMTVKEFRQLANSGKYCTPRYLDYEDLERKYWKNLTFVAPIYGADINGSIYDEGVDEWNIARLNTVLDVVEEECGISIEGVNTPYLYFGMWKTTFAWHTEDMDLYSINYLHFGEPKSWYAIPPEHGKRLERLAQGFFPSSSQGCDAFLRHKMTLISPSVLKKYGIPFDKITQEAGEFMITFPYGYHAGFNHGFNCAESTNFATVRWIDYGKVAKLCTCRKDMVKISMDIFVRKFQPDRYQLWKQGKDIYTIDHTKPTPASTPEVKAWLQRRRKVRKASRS
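material = GST-tagged GASC-1 (JMJD2C) catalytic fragment, aa 2-372 | amount = enzyme final amount 10 nM | medium = HEPES buffer, pH 7.5, plus ascorbate | also added = H3K9me3 peptide substrate, Fe(II), 2-oxoglutarate | dosing = single dose | times = 30 min demethylation and 1 h detection at room temperature | detection = LANCE TR-FRET | read-out basis = Fall in 671/618 emission ratio as inhibition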
C_diff_HTS = inhibitors of Clostridium difficile growth; Clostridium difficile clinical isolate growth, OD600, 24 h; stronger effect = lower value; growth activity, negative = inhibition, % at 16 µg/mL (by protocol); actives 0.25% (n = 86,000);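 active = mean growth activity at or below -80% and every replicate also at or below -80%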;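 also: 0% = DMSO wells and -100% = levofloxacin 16 µg/mL wells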
Tcruzi_prolif = blocks T. cruzi growth in NIH3T3 culture | T. cruzi beta-gal in NIH3T3, GalScreen luminescence, 90 h | inhibition, % at 8.34 µM | actives 5.9% (n = 77,000) | AID 624255;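 active = mean inhibition above about 93%, with at least 55% of replicates each passing it, limit read from the data, passing the limit was not always enough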
Pf_Dd2_inh = inhibitors of Plasmodium falciparum Dd2 growth; P. falciparum Dd2 growth, SYBR Green, 72 h; stronger effect = lower value; activity change, % at 10 µM; actives 2.3% (n = 94,000); in the data active = activity change below about -80%
An asterisk follows results filed as active; · = no result given; & = joins results of further samples.

SMILES KDM4C_inh C_diff_HTS Tcruzi_prolif Pf_Dd2_inh
C[C@@H]1CN([C@@H](C)CO)S(=O)(=O)c2ccc(-c3ccc(C(=O)N(C)C)cc3)cc2O[C@H]1CN(C)C 3.1 -1 -68 3
C[C@@H]1CN([C@@H](C)CO)S(=O)(=O)c2ccc(-c3ccccc3F)cc2O[C@@H]1CN(C)Cc1cncnc1 -0.1 -10 64 5
Cc1noc(C)c1S(=O)(=O)N(C)C[C@@H]1OCCCC[C@@H](C)Oc2ccc(NC(=O)Nc3ccc4c(c3)OCO4)cc2C(=O)N([C@H](C)CO)C[C@@H]1C -2.5 6 58 -39
C[C@H]1CN([C@@H](C)CO)C(=O)CCCn2cc(nn2)CO[C@@H]1CN(C)Cc1ccc(C(=O)Nc2ccccc2N)cc1 0.8 -1 45 11
C[C@@H](O)C#Cc1cnc2c(c1)C(=O)N([C@@H](C)CO)C[C@H](C)[C@@H](CN(C)C(=O)CN1CCOCC1)O2 -0.1 2 33 -4
O=C(C[C@H]1CC[C@H]2[C@@H](COC[C@H](O)CN2Cc2ccccc2F)O1)N1CCc2ccccc2C1 2.0 · 52 7
O=C(c1ccccc1F)N1CC[C@@H]2[C@H](CO)Nc3ccc(Br)cc3[C@@H]21 6.6 -17 44 -45
Cc1ccc(S(=O)(=O)N(C)C[C@@H]2OCc3ccccc3-c3ccccc3C(=O)N([C@@H](C)CO)C[C@H]2C)cc1 0.7 · 48 -56
C[C@@H]1CCCCO[C@H](CN(C)S(=O)(=O)c2ccccc2)[C@@H](C)CN([C@H](C)CO)C(=O)c2cc(NC(=O)C3CCCCC3)ccc2O1 0.8 -6 -7 -54
CN1C(=O)c2cc(NC(=O)c3ccc(F)c(F)c3)ccc2OC[C@H]2O[C@@H](CC(=O)N3CCOCC3)CC[C@@H]21 -0.4 -16 -9 5
COc1cccc(S(=O)(=O)N[C@H]2CC[C@@H](CC(=O)NCc3ccc(Cl)cc3)O[C@H]2CO)c1 -0.6 -6 -10 1
O=C(C[C@H]1CC[C@@H]2[C@H](COC[C@H](O)CN2C(=O)c2ccc(F)cc2)O1)Nc1ccc(-c2ccccc2)cc1 -0.1 15&10 36 17
C[C@H]1CN([C@@H](C)CO)C(=O)c2cccc(NC(=O)C3CCOCC3)c2O[C@@H]1CN(C)C(=O)Nc1ccccc1 0.8 -4 · 11
COc1ccc(-c2ccc3c(c2)[C@H]2[C@H](CCN2C(=O)C2CCCCC2)[C@H](CO)N3C)cc1 -0.2 -4 76 -37
C[C@H]1CN([C@@H](C)CO)C(=O)c2cccc(NC(=O)NC3CCCCC3)c2O[C@H]1CN(C)S(=O)(=O)c1ccc(Cl)cc1 -0.5 15 · -24

Among those listed so far, these have fluorine:
SMILES KDM4C_inh C_diff_HTS Tcruzi_prolif Pf_Dd2_inh
C[C@@H]1CN([C@@H](C)CO)S(=O)(=O)c2ccc(-c3ccccc3F)cc2O[C@@H]1CN(C)Cc1cncnc1 -0.1 -10 64 5
O=C(C[C@H]1CC[C@H]2[C@@H](COC[C@H](O)CN2Cc2ccccc2F)O1)N1CCc2ccccc2C1 2.0 · 52 7
O=C(c1ccccc1F)N1CC[C@@H]2[C@H](CO)Nc3ccc(Br)cc3[C@@H]21 6.6 -17 44 -45
CN1C(=O)c2cc(NC(=O)c3ccc(F)c(F)c3)ccc2OC[C@H]2O[C@@H](CC(=O)N3CCOCC3)CC[C@@H]21 -0.4 -16 -9 5
O=C(C[C@H]1CC[C@@H]2[C@H](COC[C@H](O)CN2C(=O)c2ccc(F)cc2)O1)Nc1ccc(-c2ccccc2)cc1 -0.1 15&10 36 17

Later entries:
SMILES KDM4C_inh C_diff_HTS Tcruzi_prolif Pf_Dd2_inh
CCCNC(=O)N1CC2(C1)[C@H](c1ccccc1)[C@@H](CO)N2Cc1ccc(Cl)cc1 1.3 15 · -42
Cc1noc(C)c1NC(=O)N(C)C[C@@H]1OCCCC[C@H](C)Oc2ccc(NC(=O)c3ccncc3)cc2C(=O)N([C@H](C)CO)C[C@@H]1C -2.0 1 46 31
C[C@@H]1CCCCO[C@@H](CN(C)C(=O)c2ccncc2)[C@H](C)CN([C@H](C)CO)C(=O)c2cc(NC(=O)NC3CCCCC3)ccc2O1 -4.1 1 3 -17
COc1ccc2c3c(n(C)c2c1)[C@@H](CO)N(C(=O)Nc1ccc(F)cc1)CC31CN(CC2CCOCC2)C1 -0.6 -4 · -61
C[C@@H]1CCCCO[C@@H](CN(C)Cc2ccc(C(F)(F)F)cc2)[C@H](C)CN([C@@H](C)CO)C(=O)c2cc(N(C)C)ccc2O1 9.4 17 93 -2
CNC[C@@H]1Oc2c(NC(=O)C3CCOCC3)cccc2C(=O)N([C@H](C)CO)C[C@@H]1C 1.2 3 30 24
CCCNC(=O)N1[C@H](CO)[C@H](c2ccccc2)[C@@H]1CNC(=O)C1CCCC1 1.2 2 · -1
CC(C)NC(=O)N(C)C[C@@H]1Oc2cc(-c3ccccc3)ccc2S(=O)(=O)N([C@@H](C)CO)C[C@H]1C -0.8 -6 65 4
O=C(C1CCCCC1)N1CC2(C1)[C@@H](c1ccccc1)[C@H](CO)N2Cc1ccccc1F -1.0 6 · -39
COc1cccc(-c2ccc3c(c2)[C@@H]2[C@@H](CCN2S(=O)(=O)c2ccccc2F)[C@@H](CO)N3C)c1 -1.9 -8 31 -6
COCC(=O)N1CC[C@@H]2[C@H]1c1cc(-c3cccc(OC)c3)ccc1N(C)[C@@H]2CO 4.7 11 117* 3
C[C@H]1CN([C@@H](C)CO)C(=O)c2cc(/C=C/c3ccccc3)cnc2O[C@H]1CN(C)Cc1cccc(C(=O)O)c1 0.2 -2 25 -1
COCC(=O)N(C)C[C@@H]1Oc2ncc(C#Cc3cccnc3)cc2C(=O)N([C@H](C)CO)C[C@@H]1C -2.4 4 57 -19
CCS(=O)(=O)NCC[C@H]1CC[C@H](NC(=O)Nc2ccccc2)[C@@H](CO)O1 0.5 -2 2 -1
CC(C)NC(=O)N(C)C[C@H]1Oc2ccc(NS(C)(=O)=O)cc2C(=O)N([C@@H](C)CO)C[C@H]1C 9.2 -1 -6 29
CC(C)CC#Cc1ccc2c(c1)O[C@@H](CN(C)C(=O)NC1CCCC1)[C@H](C)CN([C@@H](C)CO)S2(=O)=O -0.5 -10 118* -23
CCC(=O)N1[C@H](CO)[C@@H](c2ccccc2)[C@H]1CN(C(C)C)S(C)(=O)=O -4.1 1 24 -5
C[C@H](CO)N1C[C@H](C)[C@@H](CN(C)Cc2ccc3c(c2)OCO3)Oc2ccc(NC(=O)Nc3ccccc3)cc2C1=O 0.8 -5 -9 -7
COc1ccc(NC(=O)N(C)C[C@@H]2Oc3ncc(-c4cccc(F)c4)cc3C(=O)N([C@H](C)CO)C[C@@H]2C)cc1 0.6 0 -49 -16
C[C@@H]1CCCCO[C@H](CN(C)C(=O)Nc2ccccc2)[C@H](C)CN([C@H](C)CO)C(=O)c2cc(NS(=O)(=O)c3cccs3)ccc2O1 6.1 2 7 ·
CCCNC(=O)C[C@H]1CC[C@@H]2[C@H](COc3ccc(NC(=O)CC)cc3C(=O)N2C)O1 3.2 -1 -23 9
CC(C)CC#Cc1ccc2c(c1)O[C@H](CN(C)C(=O)C1CCC1)[C@@H](C)CN([C@H](C)CO)S2(=O)=O -0.8 8 93 -46
CCCNC(=O)NC[C@@H]1[C@@H](c2ccc(C3=CCCC3)cc2)[C@@H](CO)N1C(=O)CC -1.7 2 -27 -76
C[C@@H]1CN([C@@H](C)CO)C(=O)c2cc(-c3cccc(F)c3)cnc2O[C@@H]1CN(C)C(=O)C1CCC1 0.0 2 · -11
O=C(C[C@@H]1C[C@H]2c3cc(NC(=O)C4CCOCC4)ccc3O[C@H]2[C@@H](CO)O1)NCc1ccncc1 1.4 -5 -27 25
COc1ccc(NC(=O)Nc2ccc3c(c2)C(=O)N([C@@H](C)CO)C[C@H](C)[C@H](CN(C)C)O3)cc1 13 3 -4 5
COc1ccc(NC(=O)N(C)C[C@@H]2Oc3c(NS(C)(=O)=O)cccc3C(=O)N([C@@H](C)CO)C[C@@H]2C)cc1 1.0 -1 -36 34
Cc1noc(C)c1S(=O)(=O)N(C)C[C@H]1OCCCC[C@@H](C)Oc2ccc(N(C)C)cc2C(=O)N([C@@H](C)CO)C[C@@H]1C 2.0 4 73 -2
C[C@H]1CCCCO[C@@H](CN(C)C(=O)CCC(F)(F)F)[C@@H](C)CN([C@@H](C)CO)C(=O)c2cc(N(C)C)ccc2O1 0.3 -1 28 ·
C[C@H]1CN([C@@H](C)CO)C(=O)c2cc(-c3ccccc3F)cnc2O[C@@H]1CN(C)C(=O)c1ccccn1 -0.6 0 -25 14
O=C(NCC1CC1)[C@H]1[C@H](CO)[C@H]2Cn3c(ccc(/C=C/c4ccccc4)c3=O)[C@@H]1N2C(=O)C1CCC1 -1.1 25 -126 ·
C[C@H]1CCCCO[C@H](CN(C)C(=O)Nc2ccc3c(c2)OCO3)[C@@H](C)CN([C@@H](C)CO)C(=O)c2cc(NC(=O)Nc3cccc4ccccc34)ccc2O1 -1.5 2 38 -38
Cc1ccc(S(=O)(=O)N(C)C[C@H]2Oc3ccc(NC(=O)CCC(F)(F)F)cc3CC(=O)N([C@@H](C)CO)C[C@H]2C)cc1 2.5 0 5 -1
C[C@H](O)C#Cc1cnc2c(c1)C(=O)N([C@@H](C)CO)C[C@H](C)[C@@H](CN(C)Cc1cccc(C(=O)O)c1)O2 1.8 -4 30 66
C[C@H](CO)N1C[C@H](C)[C@@H](CN(C)Cc2ccc(C(=O)O)cc2)Oc2c(NS(C)(=O)=O)cccc2C1=O · -5 25 12
CNC(=O)C[C@H]1CC[C@@H]2[C@H](COc3ccc(NC(=O)NC(C)C)cc3C(=O)N2C)O1 3.5 -1 17 -4
COc1ccccc1S(=O)(=O)N[C@@H]1C=C[C@@H](CC(=O)N2CCN(C)CC2)O[C@H]1CO 2.5 -7 38 14
C[C@@H]1CN([C@H](C)CO)C(=O)c2cc(NS(=O)(=O)c3ccc(Cl)cc3)ccc2O[C@H]1CN(C)Cc1ccccc1 -0.3 -1 55 -9
COc1ccc(CN(C)C[C@H]2OCCCC[C@@H](C)Oc3ccc(NS(=O)(=O)c4ccc(OC)cc4)cc3C(=O)N([C@H](C)CO)C[C@@H]2C)cc1 -0.2 -5 -21 -25
CC(=O)N1[C@@H](CO)[C@H](c2ccc(-c3cccc(F)c3)cc2)[C@@H]1CNC(=O)C1CC1 -1.1 -12 20 -4
C[C@H]1CCCCO[C@@H](CN(C)Cc2ccc(C(=O)O)cc2)[C@@H](C)CN([C@@H](C)CO)C(=O)c2cc(N(C)C)ccc2O1 5.9 2 5 26
C[C@H](CO)N1C[C@H](C)[C@H](CN(C)Cc2ccncc2)Oc2ccc(NC(=O)CCC(F)(F)F)cc2CC1=O 0.2 2 -14 14
C[C@@H]1CCCCO[C@H](CN(C)C(=O)CCCN(C)C)[C@H](C)CN([C@H](C)CO)C(=O)c2cc(NC(=O)C3CCCCC3)ccc2O1 2.6 1 -5 11
CNC[C@@H]1OCCCC[C@H](C)Oc2ccc(NS(=O)(=O)c3cccs3)cc2C(=O)N([C@@H](C)CO)C[C@H]1C 2.2 7 3 18
C[C@@H]1CCCCO[C@H](CN(C)CC2CCCCC2)[C@H](C)CN([C@H](C)CO)C(=O)c2cc(NS(=O)(=O)c3cn(C)cn3)ccc2O1 -0.2 -4 -38 -19
Cc1noc(C)c1NC(=O)N[C@@H]1C=C[C@@H](CC(=O)Nc2ccc(-c3ccccc3)cc2)O[C@@H]1CO -0.7 · -6 17
COc1cccc(CN2CC3(CN(S(C)(=O)=O)C3)c3c(n(C)c4cc(OC)ccc34)[C@@H]2CO)c1 -0.4 4 · -41
CC(C)NC(=O)N(C)C[C@@H]1OCCCC[C@@H](C)Oc2ccc(NC(=O)c3ccccc3)cc2C(=O)N([C@H](C)CO)C[C@H]1C 1.5 5 29 3
Cc1noc(C)c1S(=O)(=O)N(C)C[C@@H]1OCCCC[C@@H](C)Oc2ccc(NS(=O)(=O)c3ccccc3)cc2C(=O)N([C@@H](C)CO)C[C@@H]1C 0.8 0 · -44
CO[C@@H]1CN(C)C(=O)c2ccc(NS(C)(=O)=O)cc2OC[C@@H](C)N(Cc2nccs2)C[C@H]1C 1.7 · 79 1
C[C@@H]1CN([C@H](C)CO)S(=O)(=O)c2ccc(C3=CCCC3)cc2O[C@H]1CN(C)C(=O)CN(C)C -0.8 -5 3 -41
COc1ccc(S(=O)(=O)N(C)C[C@@H]2Oc3ccc(NC(=O)CCN4CCOCC4)cc3C(=O)N([C@@H](C)CO)C[C@@H]2C)cc1 -0.6 · -9 7
CN1CCN(C(=O)c2cc3c(c(-c4cccc(-c5ccccc5F)c4)n2)[C@@H](CCO)N([S@](=O)C(C)(C)C)C3)CC1 0.0 · 33 -13
O=C(NC1CCCCC1)N[C@@H]1CC[C@H](CCNS(=O)(=O)c2ccccc2)O[C@H]1CO -0.2 -2 -46 -12
Cc1cc(C(=O)Nc2cccc3c2O[C@H](CN(C)C(=O)Nc2ccc(F)cc2)[C@H](C)CN([C@H](C)CO)C3=O)n(C)n1 0.1 -1 39 -39

From PubChem
